Screening results deposited in PubChem by NCI.
Growth percent in the NCI-60 one-dose screen (48 h, 10 µM unless noted): 100 = growth as untreated, 0 = no growth, -100 = all killed.
KM12: KM12 colon cancer cells; 82,000 compounds, 5% hits; AID 1794800
SNB-75: SNB-75 CNS cancer; 79,000 compounds, 5% hits
HCT-116: HCT-116 colon cancer. 82,000 compounds, 7.3% hits. AID 1794798
COLO 205: COLO 205 colon cancer; 79,000 compounds, 7.3% hits
HCT-15: HCT-15 colon cancer. 82,000 compounds, 5.2% hits
HCC-2998: HCC-2998 colon cancer | 79,000 compounds, 4.7% hits | AID 1794799
HT29: HT29 colon cancer; 81,000 compounds, 7.4% hits; AID 1794748
SW-620: SW-620 colon cancer; 82,000 compounds, 5.2% hits
A498: A498 renal cancer cells. 76,000 compounds, 5.4% hits. AID 1794774
* hit, by the source's call; nt = no result given; & = joins results of further samples. The calls were made as follows: active = growth percent below 10; inactive = the rest. Rows are unselected (roughly 12% active in at least one column).

Molecule	KM12	SNB-75	HCT-116	COLO 205	HCT-15	HCC-2998	HT29	SW-620	A498
O=C(Nc1cccnc1)c1noc2ccccc12	103	96	97	111	99	112	93	99	89
O=C1CCC(=O)N1Br	128	87	109	131	109	112	110	107	110
CCN1CCCC(Sc2nc3c([nH]2)c(=S)n(C)c(=O)n3C)C1 (configuration not stated)	105	96	99	123	119	94	100	107	97
Cc1ccc(NC(=O)NS(=O)(=O)c2c[nH]c(=S)[nH]c2=O)cc1	99	93	101	113	101	97	71	105	115
Cc1ccc(C2CC(c3ccc(NC(=S)Nc4ccccc4)cc3)=NN2c2ccc(S(C)(=O)=O)cc2)cc1 (configuration not stated)	97	101	107	116	100	115	105	106	134
CC(C)CCNC(=O)[C@@H](CC(C)C)n1cccc(NC(=O)OCc2ccccc2)c1=O	107	94	100	100	98	98	89	100	104
COc1ccc(C(=O)/C=C/c2cccc([N+](=O)[O-])c2)cc1S(N)(=O)=O	105	95	91	121	85	114	121	115	112
CCCCCCCCSC(=N)N	101&108	99&93	103&104	85&94	98&107	66&91	69&74	89&96	78&80
c1ccc(-c2nc(-c3nc4ccccc4s3)[nH]c2-c2ccccc2)cc1	35	65	30	74	35	71	85	48	131
O=C(Nc1ccc2[nH]c3ccccc3c2c1)c1ccccc1Cl	24	59	25	14	32	64	1.8*	28	45

Continued, starting with the last 3 of the part before.
Molecule	KM12	SNB-75	HCT-116	COLO 205	HCT-15	HCC-2998	HT29	SW-620	A498
CCCCCCCCSC(=N)N	101&108	99&93	103&104	85&94	98&107	66&91	69&74	89&96	78&80
c1ccc(-c2nc(-c3nc4ccccc4s3)[nH]c2-c2ccccc2)cc1	35	65	30	74	35	71	85	48	131
O=C(Nc1ccc2[nH]c3ccccc3c2c1)c1ccccc1Cl	24	59	25	14	32	64	1.8*	28	45
O=C(O)CCNC(=O)CCc1nc2c(=O)[nH]c(=S)[nH]c2[nH]c1=O	107	97	103	120	94	101	114	102	94
CCCCCCOS(=O)(=O)c1ccc(C)cc1	111	101	88	nt	97	91	104	109	126
NNC(=O)COc1ccc(-c2nc3ccccc3[nH]2)cc1	86	86	92	93	87	94	94	93	71
Cc1cc[n+](CC(=O)c2cccc3ccccc23)cc1	102	91	97	104	102	102	103	98	87
Cc1nn(-c2ccccc2)c(N(C)Cc2ccccc2)c1C1CC(c2ccc(F)cc2)=NN1c1cc(Cl)cc(Cl)c1 (configuration not stated)	95	92	84	98	102	100	87	93	106
CCCCCCCCCCCC/C=C\C1CC(=O)OC1=O (configuration not stated)	111	109	102	117	104	104	115	104	110
CCOC(=O)C1=C(C)NC(=O)NC1c1c(Cl)n(-c2ccccc2)c2ccccc12 (configuration not stated)	92	85	69	107	86	92	81	83	78
COc1ccc(-c2nc3ncccn3c2-c2nc3ccc(C)cc3[nH]2)cc1	102	89	114	100	99	106	97	109	113
Cc1c2ccncc2c(C)c2c1c1ccccc1n2CCCCCC(=O)O	82	83	76	109	87	104	101	82	53
N/C(=N\c1nc2ccccc2s1)NC(=O)NCc1ccccc1	58	85	42	91	56	81	80	68	70
Cc1ccc(C2=C(c3ccc(C)cc3)CS(=O)(=O)C2)cc1	90	90	81	99	86	125	76	85	101
COc1ccc(Oc2ccc(C3CC(c4ccc(OC)c(OC)c4)=NN3C(C)=O)cc2)cc1 (configuration not stated)	103	79	77	111	73	101	86	95	57
CC(Oc1ccccc1)C(=O)O (configuration not stated)	99	85	104	119	109	103	110	94	114
Cc1ccc(S(=O)(=O)N2C/C(=C\c3c(Cl)cccc3Cl)C(=O)/C(=C/c3c(Cl)cccc3Cl)C2)cc1	89	65	74	110	81	114	84	101	109
Cn1ccc2c3c(ccc21)CC3=O	112	98	101	119	105	nt	116	108	93
c1cc(CNCCNCc2ccncc2)ccn1	108	93	95	113	110	102	109	105	116
Nc1cccc(-c2nc3sccn3c2-c2ccnc(NCCCNS(=O)(=O)c3cccc4ccccc34)n2)c1	24	nt	36	24	25	61	21	68	30
CCCCOC(=O)C1OC(Oc2ccc3c(C)cc(=O)oc3c2)[C@@H](OC(C)=O)C(OC(C)=O)C1OC(C)=O (some centres not stated)	99	86	88	nt	99	109	104	102	nt
C#CCn1c(C)cc(C)c(C#N)c1=O	101	103	103	110	105	105	120	104	104
COn1nnc2c(Cl)c3[nH]ccc(=O)c3cc21	113	104	116	105	99	100	116	88	120
O=C(NCC1CC1)c1cccs1	99	91	103	107	99	104	109	103	108
Oc1c(CNC2CCCCC2)cc(CNC2CCCCC2)cc1CNC1CCCCC1	105	90	97	95	101	99	60	89	88
Oc1ccccc1C=NCc1ccccc1	124	87	95	121	96	89	113	102	99
Cc1ccc(S(=O)(=O)C/C(=N\Nc2ccc(S(N)(=O)=O)cc2)c2cc3ccccc3o2)cc1	107	85	104	nt	98	108	101	111	nt
Cc1ccc2c(c1)nc1c3ccccc3nc(-c3ccccc3N)n21	106	112	98	101	87	108	83	109	91
C(=N\N=C\c1ccc2c(c1)OCO2)/c1ccc2c(c1)OCO2	85	115	88	94	93	95	82	99	85
CN1CCN(C(=O)c2ncc(-c3ccc(C(F)(F)F)cc3)c(NC3CCCCCC3)n2)CC1	106	94	102	104	100	103	109	100	92
N#C/C(=C\c1ccc(-c2ccc(F)cc2)o1)C(=O)Nc1ncc(Cc2ccc(Cl)cc2Cl)s1	13	58	-61*	67	-32*	80	6.9*	-67*	72
O=C1C=C(c2ccccc2)CO1	111	97	105	113	106	101	95	104	nt
O=C(Cn1cc(CN2CCOCC2)nn1)Nc1ccc2c(ccn2Cc2ccccc2)c1	102	92	98	107	93	115	104	103	106
COc1ccc(-n2nnc3c(sc4ncc(Br)cc43)c2=O)cc1	115	93	93	114	94	99	89	105	103
CCCCCCCCCCC(CCc1ccccc1)CSCC(CCCCCCCCCC)CCc1ccccc1 (configuration not stated)	104	101	114	115	106	108	110	97	101
CCOC(=O)/C(C#N)=C(\C)CC(C)C	105	91	107	106	109	97	117	120	nt
Cc1ccc(C2CC(c3ccccc3)=NN2C(=O)c2ccc(S(C)(=O)=O)cc2)cc1 (configuration not stated)	102	80	80	106	99	95	88	103	112
CC(C)(C)n1cc(-c2ccnc(NCCNS(=O)(=O)c3cccc(F)c3)c2)c(-c2cccc(F)c2)n1	86	78	77	68	60	113	39	92	58
CCOC(=O)/C(C#N)=C/c1ccccc1Cl	103	99	104	nt	104	120	102	105	98
COc1cc(/C=N/Nc2ncc(-c3cc4cc5c(cc4o3)OCO5)s2)cc(OC)c1OC	24	72	29	46	36	82	56	55	76
CCN(CC)CCNc1ncnc2c1cnn2-c1ccc(Cl)cc1	67	74	78	16	35	83	7.4*	63	73
CC(=O)C(C)(CCC(=O)O)CCC(=O)O	100	88	102	101	98	104	101	101	98
Cc1ccc2nc(-c3ccc(-c4nnc(SCC(=O)Nc5ccc(C(=O)/C=C/c6ccccc6)cc5)o4)cc3)[nH]c2c1	104	134	100	115	104	105	114	112	111

Rewritten as labelled records: part of the list above
CCCCCCCCCCC(CCc1ccccc1)CSCC(CCCCCCCCCC)CCc1ccccc1 (configuration not stated)
- KM12 = 104
- SNB-75 = 101
- HCT-116 = 114
- COLO 205 = 115
- HCT-15 = 106
- HCC-2998 = 108
- HT29 = 110
- SW-620 = 97
- A498 = 101

CCOC(=O)/C(C#N)=C(\C)CC(C)C
- KM12 = 105
- SNB-75 = 91
- HCT-116 = 107
- COLO 205 = 106
- HCT-15 = 109
- HCC-2998 = 97
- HT29 = 117
- SW-620 = 120
- A498 = nt

Cc1ccc(C2CC(c3ccccc3)=NN2C(=O)c2ccc(S(C)(=O)=O)cc2)cc1 (configuration not stated)
- KM12 = 102
- SNB-75 = 80
- HCT-116 = 80
- COLO 205 = 106
- HCT-15 = 99
- HCC-2998 = 95
- HT29 = 88
- SW-620 = 103
- A498 = 112

(continued)
Molecule	KM12	SNB-75	HCT-116	COLO 205	HCT-15	HCC-2998	HT29	SW-620	A498
Clc1cc(Cl)c2ccc3c(Cl)cc(Cl)c4ccc1c2c43	102	101	108	105	100	92	107	103	nt
CCCCCCC1OCC(CC)C(CCC)O1 (configuration not stated)	107	87	110	115	104	108	97	101	90
O=C1C2CCCN2C(=O)c2ccccc2N1Cc1cn(-c2ccccc2Cl)nn1 (configuration not stated)	105	87	111	107	101	103	110	101	101
CN(C)Cc1ccc(C(=O)Nc2ccc3ncnc(Nc4ccc(Oc5cccc(F)c5)c(Cl)c4)c3c2)cc1	-5.0*	18	-40*	-53*	-45*	-65*	-35*	-73*	19
c1ccc(Cn2cnc3ccc(-c4nc(-c5cccc6ccccc56)cn5ccnc45)cc32)cc1	89	84	67	115	92	107	81	106	93
CCCN1CCN(CCCO)CC1C (configuration not stated)	103	118	107	100	108	106	105	109	100
O=C(/C=C/c1ccc2c(c1)OCO2)c1c(O)c2ccccc2oc1=O	94	88	87	99	97	112	97	128	107
CC(=O)OCC1O[C@@H](OC(C)=O)[C@@H](NC(=O)NS(=O)(=O)c2ccccc2Cl)C(OC(C)=O)[C@@H]1OC(C)=O (some centres not stated)	108	96	100	106	96	120	109	108	82
O=C(Cn1nc(N2CCCCC2)ccc1=O)N1CCOCC1	102	92	96	115	98	107	97	110	74
Cc1ccc2cccc(N)c2n1	97	85	90	102	110	96	119	95	98
N=C(N)c1ccc(-c2ccc(-c3ccc(Cl)cc3)o2)nc1	-93*	-98*	-84*	-88*	-75*	-72*	-93*	-93*	-58*
O=C(/C=C/c1ccc(O)c(O)c1)NCC(=O)NC(Cc1ccccc1)C(=O)O (configuration not stated)	107	95	97	103	94	103	104	104	118
CCOC(=O)c1sc2ccc(N)cc2c1NC(=O)c1cc(OC)c(OC)c(OC)c1	94	78	104	115	89	109	109	96	78
O=C1c2cccc3cccc(c23)C(=O)N1CC#Cc1ccc2c3c(cccc13)C(=O)N(Cc1ccccc1)C2=O	100	73	99	104	105	105	108	93	102
C/C(=C(/c1ccccc1)c1ccc(N2C(=O)c3cccc4c(N5CCCCC5)ccc(c34)C2=O)cc1)c1ccccc1	89	70	74	81	85	120	77	65	96
O=[N+]([O-])c1ccc(-c2nn(-c3ccccc3)cc2C2CC(c3ccc(F)cc3)=NN2)cc1 (configuration not stated)	86	73	42	100	80	62	96	88	117
CCOC(=O)C1(N)CCCCC1	107	92	96	110	112	101	104	103	173
Cc1ccccc1NC(=O)N/N=c1\cc(C)c2ccc(O)cc2o1	100	101	94	104	106	118	105	116	107
CCN(CC)CCOC(=O)Nc1cc(C)c(NC(=O)OCCN(CC)CC)c(C)c1	102	92	93	96	105	102	89	103	86
Cn1c(=O)c2c(nc(Nc3ccc(F)cc3)n2CC(=O)Nc2ccc(S(N)(=O)=O)cc2)n(C)c1=O	100	78	98	108	100	113	114	98	82
CC(C)(C)c1ccc(OCc2nc3ccccc3n2-c2cccc(NS(C)(=O)=O)c2)cc1	99&92	125&76	112&84	107&109	110&73	125&125	119&72	112&94	145&113
COc1cc(/C=C/c2cc(/C=C/c3ccc(O)c(OC)c3)n(C(=O)Nc3ccc(Cl)cc3)n2)ccc1O	3.5*	19	4.6*	7.6*	7.9*	4.5*	-11*	9.6*	-0.6*
CC1=C(C)C(=O)C(Nc2ccc(C(=O)OC(C)(C)C)cc2)=C(Br)C1=O	113	82	110	120	105	101	103	107	108
Cc1ccccc1NC(=O)c1sc2nc3c(cc2c1N)C(=O)CCC3	19	13	35	6.1*	33	67	21	25	31
COc1ccc(C=NCCCO)cc1	106	90	82	111	104	98	95	105	86
Cc1ccc(/C=C2/C(=O)N(C)c3ccc(S(=O)(=O)Nc4ccc(C(C)(C)C)cc4)cc32)s1	82	-9.4*	55	86	84	88	76	97	91
CN1CCN(Cc2ccc(NC(=O)c3cncc(C#Cc4cnc5ccc(Cl)nn45)c3)cc2C(F)(F)F)CC1	-0.2*	-52*	-13*	-46*	0.1*	-24*	2.7*	-2.6*	-8.2*
COc1ccc(C2OC2c2nc(C#N)c(N(C)C)o2)cc1 (configuration not stated)	92	nt	93	97	105	92	95	95	99
CC(=O)Oc1ccc2ccccc2c1CN(Cc1ccccc1)C(C)=O	97	72	87	111	99	105	83	93	71
Cc1ccc(NCc2oc(=O)c(CNc3ccc(C)cc3)c(O)c2CO)cc1	104	89	96	123	106	92	109	106	107
O=C1c2ccccc2C(=O)N1CC(O)CCl (configuration not stated)	105	92	96	110	103	110	101	99	95
Cc1ccc(NC(=O)CSc2nc3ccccc3[nH]2)cc1	99	73	105	106	108	103	113	95	78
C=C1C(=O)O[C@H]2[C@H]1CC/C(Cn1cc(CNC(=O)/C=C/c3c[nH]c4ccccc34)nn1)=C\CC[C@@]1(C)O[C@@H]21	98	nt	64	68	94	118	92	50	99
O=C(CNc1ccncc1)Nc1ccccc1C(=O)O	109	87	105	114	109	109	106	106	101
C[C@H](NC(=O)[C@@H]1CCCN1C)[C@H](Oc1ccc2c(cnn2-c2ccc(F)cc2)c1)c1ccc2c(c1)OCCO2	87	nt	65	103	66	88	52	83	91
NC(=O)C(=O)c1ccccc1NC=O	99	77	93	118	105	107	101	101	120
O=C(CN1C(=O)NC2NC(=O)NC21)N/N=C/c1ccc([N+](=O)[O-])cc1 (configuration not stated)	103	72	97	108	101	105	109	106	95
O=C(Nc1ncc(Cc2ccccc2)s1)c1cc(-c2ccccc2)nc2ccccc12	105	93	95	100	95	99	104	96	103
